# Screens: PubChem BioAssay, several laboratories
# ABHD5-PLIN5 inh: blocks binding of human ABHD5 to perilipin-5 | Q00G26+Q8WTS1 | Split G. princeps luciferase complementation, luminescence, 4 h | inhibition, % at 4 µM | 360,000 tested, 0.78% active;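 active means inhibition above the mean inhibition across every tested compound plus 3 SD, cut at about 22% in these data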;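 further: 0% = DMSO only wells and the 100% control is not disclosed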
# Granule exo inh: lytic granule exocytosis inhibition; AID 651702; inhibition, % at 10 µM; TALL-104 LAMP-1 surface exposure, flow cytometry; cells stimulated with thapsigargin and PMA; 360,000 tested, 0.66% active;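 active means inhibition above about 55%, limit read from the data; inconclusive means no clear call, values can overlap the other calls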
# ABCB6 inh MLPCN: blocks the human ABCB6 transporter | Q9NP58 | K562-ABCB6 porphyrin accumulation, flow cytometry, 1 h; active compounds read low | fluorescence ratio to DMSO, % at 10 µM | 360,000 tested, 0.19% active;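 active means fluorescence ratio to DMSO below 75%, the collection mean minus 3 SD; inconclusive means too few cells collected in the well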;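 further: signal is porphyrin accumulated inside mitochondria; 100% equals median channel fluorescence of DMSO control wells; lower ratio means ABCB6 inhibition with less porphyrin fluorescence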
# Target sequence (Q9NP58 whole entry, looked up): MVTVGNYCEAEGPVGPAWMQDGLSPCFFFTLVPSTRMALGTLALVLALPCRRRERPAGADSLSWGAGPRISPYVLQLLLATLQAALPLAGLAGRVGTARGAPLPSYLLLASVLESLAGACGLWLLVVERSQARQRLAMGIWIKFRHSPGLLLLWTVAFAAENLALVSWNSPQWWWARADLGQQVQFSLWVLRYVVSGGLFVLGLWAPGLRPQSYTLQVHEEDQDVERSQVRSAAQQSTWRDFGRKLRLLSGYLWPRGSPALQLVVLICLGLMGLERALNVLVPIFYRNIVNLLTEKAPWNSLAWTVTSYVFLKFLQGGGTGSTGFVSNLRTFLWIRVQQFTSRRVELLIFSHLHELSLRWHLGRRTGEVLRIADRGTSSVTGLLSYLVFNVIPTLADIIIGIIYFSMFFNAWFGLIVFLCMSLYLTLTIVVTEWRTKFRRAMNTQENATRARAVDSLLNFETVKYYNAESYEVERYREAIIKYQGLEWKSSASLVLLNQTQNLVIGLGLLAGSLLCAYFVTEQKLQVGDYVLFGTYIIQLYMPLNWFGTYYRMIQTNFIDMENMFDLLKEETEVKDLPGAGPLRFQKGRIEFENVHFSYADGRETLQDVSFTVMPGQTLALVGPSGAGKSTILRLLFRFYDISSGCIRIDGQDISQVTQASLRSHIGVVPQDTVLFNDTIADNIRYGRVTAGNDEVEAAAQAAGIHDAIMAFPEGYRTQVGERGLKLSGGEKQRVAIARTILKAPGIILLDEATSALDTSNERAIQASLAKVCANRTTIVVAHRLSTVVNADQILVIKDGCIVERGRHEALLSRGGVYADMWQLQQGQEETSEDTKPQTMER
# aDG glyco act: alpha-DG glycosylation activation | Pro5-aDG cells, alpha-DG glycosylation AlphaScreen (IIH6); 0% Pro5, 100% B10-LARGE cell signal | activation, % at 10 µM | 360,000 tested, 0.22% active | AID 624168;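 active means activation of at least 8% versus controls, or a plate z-score of at least 8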;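 further: Pro5 are CHO cells carrying HIG-tagged alpha-DG that lacks glycosylation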
# H9c2 protect: modulators protecting cardiomyocytes from myocardial damage; H9c2 cardiomyocytes, H2O2 injury protection, ATPLite, 2 h; protection from H2O2 cell death, % at 20 µM; 360,000 tested, 0.63% active; AID 588492;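 active means compounds giving at least 50% protection of heart cells from peroxide-induced death in the single-dose screen, raw or plate-pattern-corrected value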;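 further: 0% = DMSO wells with peroxide and 100% = DMSO wells without peroxide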
# m5-HT2A agonist: activates the mouse 5-HT2A serotonin receptor; P35363; CHO-K1 mHTR2A beta-arrestin complementation, luminescence; percent of 30 µM serotonin response; activation, % at 7.6 µM; 360,000 tested, 0.66% active; AID 624169;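 active means activation above a run cutoff, the mean activation of all tested compounds plus 3 SD, cut at about 14% in these data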;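 further: 0% = plate median of compound wells and 100% = 30 µM serotonin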
# hiPSC survival: increases survival of single human iPS cells; hiPSC single-cell survival, ATPlite luminescence; 100% = ROCK inhibitor wells, 0% = DMSO; survival enhancement, % at 20 µM; 360,000 tested, 0.044% active; AID 602274; in the data active means survival enhancement above about 18%;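 further: cells exposed to compounds for 16 hours before the ATP read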
# MC4R ag barr: agonists of human melanocortin 4 receptor (MC4R) beta-arrestin | P32245 | U2OS MC4R beta-arrestin complementation, luminescence; percent of melanotan II response, DMSO zero | activation, % at 8.9 µM | 360,000 tested, 0.98% active | AID 540308;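 active means activation above a per-plate cutoff, the mean activation of sample wells on that plate plus 3 SD, cut at about 8% in these data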
# MC4R antagonist: blocks human MC4R cAMP signaling. MC4R-expressing cells, MTII-stimulated cAMP, LANCE TR-FRET. P32245. inhibition, % at 6.5 µM. 360,000 tested, 0.48% active;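 active means inhibition above its plate's cutoff, the mean of tested wells on that plate plus 3 SD, cut at about 29% in these data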;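 further: 0% = Melanotan II alone and 100% = Melanotan II plus saturating MCL0020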
#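 material = U2OS cells stably expressing human melanocortin 4 receptor (MC4R) | also added = Melanotan II challenge | dosing = single nominal compound dose of 6.5 µM | detection = TR-FRET with Eu-cAMP and labeled anti-cAMP, 671 nm | replication = singlicate | timing = compound 30 min, challenge 1 h, detection 1 h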
# N-glyco inh: blocks N-linked glycosylation in D54 reporter cells; reporter increase, % at 12.5 µM; AID 588692; 360,000 tested, 0.23% active; D54 ERlucT glycosylation luciferase reporter, 24 h; percent of 100 nM tunicamycin response;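 active means mean luciferase reporter signal, scaled so untreated is 0 and the glycosylation-blocking control 100, at or above a set limit in every replicate; inconclusive means mean reaches the limit but not every replicate does; inactive means mean below the limit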;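 further: luciferase carries N-glycosylation sites so blocking glycosylation raises the light; 0% = median of neutral control wells and 100% = median of 100 nM tunicamycin wells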
# Numbers without * were called inactive; ? = inconclusive; nt = no result given.
# Value order: ABHD5-PLIN5 inh, Granule exo inh, ABCB6 inh MLPCN, aDG glyco act, H9c2 protect, m5-HT2A agonist, hiPSC survival, MC4R ag barr, MC4R antagonist, N-glyco inh
Cc1noc(C)c1S(=O)(=O)N(CC(=O)NCc1ccccc1)c1ccc(C(C)C)cc1
  6, -1, 100, -0.1, -6, 8, 1.1, -0.1, 0, -4
CCOC(CCNC(=O)c1cc(-c2cccs2)nc2ccccc12)OCC
  -3, -2, 95, 0.2, 10, 2, -0.8, -1.7, 6, 1
CCOC(=O)c1ccc(-n2c(CN3CCN(CC)CC3)nc3ccc([N+](=O)[O-])cc3c2=O)cc1
  -7, 2, 102, 0.3, 3, 1, -0.3, 2.2, -3, 1
COc1ccc(/C=C\C(=O)O[C@@H]2C(O)C(O[C@@H]3OC(C)[C@H](O[C@@H]4OCC(O[C@H]5O[C@H](CO)[C@@H](O)C(O)C5O)C(O)C4O)C(O)C3O)[C@H](OC(=O)[C@]34CCC(C)(C)C[C@@H]3C3=CCC5[C@@]6(C)CC(O)C(O[C@@H]7OC(CO)C(O)[C@H](O)[C@H]7O)[C@@](C)(C(=O)O)C6CC[C@@]5(C)[C@]3(CO)CC4)O[C@H]2C)cc1 (stereo partly drawn)
  16, 11, 100, 0.6, -12, 16*, -0.2, -0.8, 66*, -11
O=C1CSC(=S)N1/N=C/c1c(F)cccc1F
  -6, -19, 107, 0.2, 4, -7, -0.8, -2.1, 7, -1
COc1cccc(OCc2nnc3n2N=C(c2ccccc2)C(CC(=O)O)S3)c1 (stereo not drawn)
  -8, -9, 101, 0.1, -5, -4, 0.1, -0.5, 1, -1
CCCS(=O)(=O)N1CCCC(C(=O)Oc2ccc(Cl)cc2)C1 (stereo not drawn)
  -2, -2, 99, 0.0, -1, 1, -0.1, 1.4, 12, 0
CN1OC[C@@H]2CN(C(=O)c3ccco3)[C@H](c3ccc(-c4ccc(C#N)cc4)cc3)C[C@@H]21
  -4, -4, 103, -0.3, -7, 12, 4.7, -0.7, 2, 1
O=C(NC1CCCC1)C(c1ccncc1)N(C(=O)c1csnn1)c1cccc(F)c1 (stereo not drawn)
  -6, -8, 101, -0.1, -4, 1, 0.0, -0.7, 12, 2
O=C(CN1CCOCC1)NN1CC(=O)N(c2ccc(Cl)cc2)CC1=O
  1, -1, 99, 0.0, 1, 1, -0.6, 0.5, -5, 3
Cc1cc(C)c(C)c(S(=O)(=O)NCC(=O)Nc2sc3c(c2C(N)=O)CCCC3)c1C
  7, 0, 102, 0.2, -17, 6, -1.0, 1.5, -1, 0
O=c1[nH]cnc2c1nnn2C1OC(CO)C(O)C1O (stereo not drawn)
  1, -1, 104, 0.1, 1, 0, 0.2, 0.9, -2, -9
O=C(NCCCN1CCCCCC1)C1CC(=O)N(CCc2ccccc2)C1 (stereo not drawn)
  3, 2, 105, 0.8, 0, -1, 19*, 0.2, 3, 2
O=C(CN(Cc1ccco1)S(=O)(=O)c1cccs1)Nc1ccccc1C(F)(F)F
  7, 0, 94, 0.1, 32, 0, 6.0, 2.0, 11, -1
O=C(/C=C/c1ccc(-c2ccc(F)cc2)o1)N1CCCC1
  -2, 10, 102, 0.1, -7, 4, -0.4, -3.0, 0, 1
COc1cccc(CNC(=O)CCc2ccc(OC)c(OC)c2)c1
  7, 4, 97, 0.0, -4, 2, 0.0, 2.2, -2, 2
CCN1CCN(CC(=O)N2N=CCC2c2ccccc2)CC1 (stereo not drawn)
  -12, 0, 99, -0.1, 0, 0, 0.1, -1.6, 7, 0
NS(=O)(=O)c1ccc(CCNc2ccc(C(F)(F)F)cn2)cc1
  -2, -9, 100, 0.0, 2, -3, -0.6, -0.1, 6, -1
CN(C)c1nc(OCCNC(=O)Nc2ccccc2)nc(N2CCOCC2)n1
  4, -2, 98, 0.1, 1, -3, -1.1, -1.8, 4, 0
CN1CCN(C(=O)c2ccc(S(=O)(=O)Nc3ccccc3)cc2)CC1
  2, 8, 98, 0.3, 1, 1, 0.6, -2.0, 3, 3
COc1ccc(C(CNC(=O)c2oc3cc(C)c(C)cc3c2C)N2CCCCC2)cc1 (stereo not drawn)
  -1, -2, 101, -0.1, -11, -8, 0.3, -2.2, 2, -10
CN(CC(=O)Nc1ccc(F)cc1)C(=O)COC(=O)c1ccc(-c2ccccc2)cc1
  5, -10, 96, 0.0, -6, -3, -0.3, 1.4, -1, 1
NC(=O)c1ccsc1NC(=O)COC(=O)CCCOc1ccccc1
  9, -10, 94, 0.4, -16, -5, -0.2, -2.5, 4, 2
Cc1ccc(Nc2ccc3nonc3c2[N+](=O)[O-])cc1
  6, -2, 100, -0.3, -7, 7, -1.3, 0.2, 13, 1
CCOC(=O)c1sc(NC(=O)CSc2n[nH]c(CC(C)C)n2)nc1C
  -3, -2, 101, -0.3, 6, 2, -1.6, -0.2, 3, 0
COC(=O)c1ccc(C(NC(=O)c2cccnc2)NC(=O)c2cccnc2)cc1
  1, 9, 97, -0.4, 7, 1, -1.0, 0.7, 5, -5
CC(C)(C)c1ccc(-n2ncc3c2CCCC3NC(=O)CCCn2cncn2)cc1 (stereo not drawn)
  6, -2, 90, 0.4, -6, 1, -0.5, -2.3, -2, -3
Cc1ccc(C)c(S(=O)(=O)N2CCN(C(=O)C(C)Sc3ccccc3)CC2)c1 (stereo not drawn)
  1, -2, 93, 0.0, -2, 2, -0.4, -2.4, 1, 0
CN(C(=O)CSc1nnc(-c2ccc(F)cc2)n1C)C1CCS(=O)(=O)C1 (stereo not drawn)
  2, -1, 102, -0.2, -2, -5, -0.5, -1.9, 2, 1
O=c1oc2ccccc2cc1-c1csc(NN=C2CCCC2)n1
  -15, 0, 98, -0.2, 1, -8, 0.1, 6.2, 0, 3
Cc1cc(O)c(C(C)C)cc1NC(=S)Nc1cc(C(C)C)c(O)cc1C
  -13, 0, 101, -0.2, -16, -7, 0.7, -2.0, 9, 0
CSc1ccc(CNC(=O)C2Cc3cc(S(=O)(=O)N4CCCCC4)ccc3N2C(C)=O)cc1 (stereo not drawn)
  -6, 0, 98, -0.1, 3, 6, -0.5, -2.4, 19, -1
Cc1ccc(C(=O)Nc2ccc(C(=O)/C=C/c3cccs3)cc2)cc1
  6, 0, 96, -0.2, -2, -7, -2.1, 28*, 9, ?
NS(=O)(=O)c1ccc(NC(=O)/C=C/c2ccccc2Cl)cc1
  -4, 19, 100, -0.2, -2, -6, -0.1, -1.3, 3, 2
Cc1ccc(CNc2ncc(-c3ccccc3)n2C)o1
  3, -1, 103, 0.5, 3, -4, 0.9, -0.1, 14, 0
CN1CCN(S(=O)(=O)c2ccc(Sc3nnc(-c4cccs4)n3-c3ccccc3)nc2)CC1
  5, 5, 91, -0.1, 4, 4, -0.6, -1.4, 3, -1
O=C(N/N=C/c1ccc(O)cc1)c1cc[n+](Cc2ccccc2)cc1
  -3, -2, 98, -0.2, 4, -2, -2.2, -1.0, -6, 0
COc1ccccc1NC(=O)c1nn(-c2ccc(OC(F)(F)F)cc2)ccc1=O
  1, -8, 99, -0.1, -2, 9, 1.1, 1.6, 9, 1
CCCCn1c(CCCNC(=O)CC)nc2ccccc21
  -10, 2, 96, 0.1, -1, 0, -1.8, -0.9, 0, -1
CCOC(=O)c1[nH]c2ccccc2c1NC(=O)c1ccc2c(c1)OCO2
  8, -2, 97, -0.3, 3, 9, -1.9, 1.4, -1, 3
O=C(OCc1ccc([N+](=O)[O-])cc1)c1cnc(Cl)c(Cl)c1
  -11, -13, 93, 0.3, -4, -6, -0.5, -1.8, 12, -1
O=c1cc(CSc2nnnn2-c2ccccc2)nc2sccn12
  -13, 23, 96, -0.6, 21, 4, 0.8, 1.4, 11, 0
CCOC(=O)c1cc2c(=O)n3ccccc3nc2n(CCCOC)c1=NC(=O)c1ccncc1
  7, 9, 94, -0.3, 46, 2, -0.3, 2.3, -5, -1
O=C1c2ccccc2C(=O)N1CCc1csc(-c2cccc(Cl)c2)n1
  -11, -1, 95, 0.0, -14, -4, 0.4, -1.2, -2, 1
N/C(=N\OC(=O)COc1ccc(Br)cc1Cl)c1ccncc1
  8, -2, 100, 0.2, 0, 1, -0.9, 1.4, -8, -3
CC1CCCCC1NC(=O)COC(=O)c1ccccc1NC(=O)c1ccco1 (stereo not drawn)
  -3, -2, 83, 0.7, -1, 3, -0.9, -0.7, 5, 1
Cc1sc2nc(CSCC(=O)Nc3ccc(C(=O)N(C)C)cc3)[nH]c(=O)c2c1C
  -5, 15, 97, 0.1, 33, -6, -0.4, 0.5, -3, 0
COc1ccc(-c2c(C)cc3oc(=O)cc(-c4ccccc4)c3c2C)cc1F
  4, 0, 103, 0.0, -14, 6, 2.4, -2.0, -1, -5
CCOc1ccc(CCNC(=O)CCNC(=O)c2ccc(Br)cc2)cc1OCC
  -2, 0, 94, -0.1, 0, -4, 5.3, -2.2, -6, 1
Cc1c(C(=O)N2CCN(c3ccc([N+](=O)[O-])cc3)CC2)oc2ccccc12
  2, 0, 86, 0.9, 1, 2, -0.5, -0.2, -4, 4
CCN(CC)S(=O)(=O)c1cccc(C(=O)Nc2nc3cc4c(cc3s2)OCCO4)c1
  -6, 30, 97, 0.7, 3, -3, 2.5, -3.0, 16, -5
CCCc1cc(=O)n2nc(N3CCC(C(=O)N4CCN(c5cccc(OC)c5)CC4)CC3)sc2n1
  -1, 0, 107, 0.9, 1, 10, -0.3, -1.2, 6, -2
COc1cc2[nH]c(=S)nc(Nc3ccc(NC(C)=O)cc3)c2cc1OC
  3, 1, 93, -0.1, 6, -2, -2.7, -2.2, 8, 0
Cc1nnc(SCc2cccs2)[nH]c1=O
  4, 2, 90, -0.1, -2, -3, -0.3, -0.3, 4, 1
OC(C#Cc1ccccc1)(c1ccccc1)c1ccccc1
  -6, -1, 96, 0.2, -12, -3, -4.1, 8.1, 10, -2
O=C1c2ccccc2C2(c3ccccc3)N1CCN2C(=O)C(Cl)(Cl)Cl (stereo not drawn)
  2, 6, 98, 0.3, -4, 2, 1.3, -1.4, 4, -4
C=C1C(=O)O[C@H]2[C@H]1[C@@H](O)CC(=C)[C@@H]1CC(=O)[C@@H](C)[C@H]21
  12, 9, 94, 0.2, -1, 0, -0.7, -2.8, 8, -15
O=C(CSc1ccccc1)Nc1ccccc1C(=O)O
  1, -4, 98, -0.1, 3, 1, 1.4, -1.9, 15, -1
COc1ccc(CCNC(=O)COC(=O)c2sc(C)nc2C)cc1
  2, -6, 98, 0.1, 9, 2, -0.2, -2.8, 4, 0
O=C(Nc1ccc(F)c([N+](=O)[O-])c1)C1CC(=O)N(Cc2ccccc2)C1 (stereo not drawn)
  1, 0, 88, 0.5, -7, 9, -2.1, -1.9, 35*, 3
CCOC(=O)C1=CC[C@@H](c2ccccc2)N(S(=O)(=O)c2ccc(C)cc2)[C@H]1c1cccc(OC)c1
  2, 9, 91, -0.2, -4, 0, 0.5, nt, nt, -7
CC(C)(C)[C@@H]1C=C(C(=O)O)O[C@H](OCCCCO)C1
  -6, -1, 96, -0.1, -3, 6, 2.7, -1.7, 5, -2
CCOCCCNC(=O)CSc1ccccc1
  3, -3, 99, 0.0, 6, 1, -2.5, -1.7, -2, 2
